Screening results deposited in PubChem by National Center for Advancing Translational Sciences (NCATS).
DRD3 agonist: activates the human D3 dopamine receptor; max activation, %; P35462; AID 652048; hit rate 0.58% among 410,000; D3R DiscoveRx beta-arrestin cells, luminescence, 90 min; in the data active means max activation above about 30%; further: 0% is about no effect; mostly tested at two doses, the higher about 12 µM
Target sequence (P35462 whole entry, looked up): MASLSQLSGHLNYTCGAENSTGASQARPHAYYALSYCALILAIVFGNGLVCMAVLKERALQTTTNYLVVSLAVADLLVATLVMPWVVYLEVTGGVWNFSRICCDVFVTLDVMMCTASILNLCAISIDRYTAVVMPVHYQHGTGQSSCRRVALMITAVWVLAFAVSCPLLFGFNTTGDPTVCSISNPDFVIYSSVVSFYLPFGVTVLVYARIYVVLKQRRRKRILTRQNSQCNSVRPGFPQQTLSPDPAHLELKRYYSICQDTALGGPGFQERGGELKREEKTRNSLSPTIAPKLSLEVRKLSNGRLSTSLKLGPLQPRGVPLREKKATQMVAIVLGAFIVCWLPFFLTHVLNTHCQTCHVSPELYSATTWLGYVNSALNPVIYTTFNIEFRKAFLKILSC
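Agonist mode: compounds and dopamine controls were applied to plated cells for 90 min at 37 degrees C after an overnight attachment at 1500 cells/well. Luminescent read-out followed 30 - 60 minutes at room temperature with DiscoveRx detection reagent.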
EPAC2 antag: antagonists of human EPAC2. Q8WZA2. EPAC2 GEF exchange of Rap1B-BODIPY-GDP, fluorescence. Potency, µM (doses to about 114 µM), inactives show at the top dose activity, negative = inhibition, actives largely listed as inhibitors. hit rate 0.18% among 360,000; further: potency means the concentration at half of the fitted maximal effect; on the % scale 0 is the no-effect control and ±100 the full control effect; nearly all actives have a fitted effect of over 45% in size; many of its hits are not listed in these tables
CCT modulator: modulators of cytosolic chaperonin (CCT/TRiC) activity; purified chaperonin ATPase assay, HTRF ADP detection, 30 min; activity change, % (concentration not given with the values), hits read low; hit rate 0.3% among 360,000; AID 651819; in the data active means activity change below about -30%; further: on the % scale 0 is the no-effect control and ±100 the full control effect
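TRiC at 40 or 20 nM final (batch-dependent) in 30 mM Tris pH 7.4, 100 mM KCl, 5 mM MgCl2, 1 mM DTT, with compound at single 76 uM and 10 uM ATP, 30 min at 37 deg C. ADP detected by HTRF Transcreener, 665/615 ratio.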
EPAC2 ag: EPAC2 (human) agonism | hit rate 0.079% among 360,000 | EPAC2 activation, biochemical qHTS; response scale: 100% = 6.5 mM cAMP response | Potency, µM (highest dose often 154 µM), for the others: top-dose activation, usual class: activators | Q8WZA2 | AID 720711; further: potency means the concentration at half of the fitted maximal effect; nearly all actives have a fitted effect of over 50% in size
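Exchange assay: 100 nM EPAC2 with 250 nM Rap1B-BODIPY-GDP and 50 uM GDP. Fluorescence (ex 480/em 540 nm) read every 5 min for 30 min at room temperature. Data normalized to 6.5 mM cAMP as agonist control.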
Akt phos inh: Akt phosphorylation inhibition. Neuro2A IGF-stimulated pAkt S473 HTRF, 20 min; hits give low values. activity change, % for hits at 50 µM. hit rate 0.32% among 360,000; in the data active means activity change below about -80%; inconclusive means mostly about -51% to -80%; further: on the % scale 0 is the no-effect control and ±100 the full control effect
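Single-point screen (50 µM final compound) in Neuro2A cells stimulated 20 min with 6 nM IGF at 37 deg C. After lysis, Ser473-phosphorylated Akt read by HTRF (ex 330 nm, em 615/665 nm) as the 665/615 ratio.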
MmCpn inh: M. maripaludis TRiC chaperonin inhibition; Potency, µM (doses to about 76.9 µM), for inactives: at the highest dose activity, negative = inhibition, hits mostly inhibitors; purified Mm-Cpn ATPase, ADP Transcreener TR-FRET; hit rate 0.031% among 330,000; further: potency means the concentration at half of the fitted maximal effect; on the % scale 0 is the no-effect control and ±100 the full control effect; nearly all actives have a fitted effect of over 80% in size
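Inhibition of chaperonin ATP hydrolysis is measured as reduced ADP production, detected by competitive TR-FRET in which signal falls with ADP. Final enzyme 25 nM and ATP 10 uM, reacted 30 min at 37°C.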
DRD3 antagonist: antagonists of human D3 dopamine receptor. AID 652054. hit rate 2.5% among 360,000. P35462. D3R cells, DiscoveRx beta-arrestin luminescence, antagonist mode; hits give low values. max response, negative = inhibition, %; in the data active means max response below about -50%; inconclusive means no clear call, values can overlap the other calls; further: on the % scale 0 is the no-effect control and ±100 the full control effect; mostly tested at two doses, the higher about 12 µM
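Cells plated overnight at 1500 cells/well, then exposed to library compounds with dopamine controls for 90 minutes at 37 degrees C. DiscoveRx reagent added for 30–60 minutes at room temperature; luminescence read, quantitative HTS format.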
PTHR1 agonist: PTHR1 (human) receptor agonism; HEK293 GP2 PTHR1 cells, GloSensor cAMP luminescence, 1 h; Potency, µM (highest dose often 115 µM), for inactives: at the top dose activation, most hits filed as activators; hit rate 0.075% among 410,000; AID 743266; further: potency means the concentration at half of the fitted maximal effect; nearly all actives have a fitted effect of over 55% in size; some results filed as inactive show a strong effect at the top dose; inactives centre near -15; many of its hits are not listed in these tables
Target sequence (Q03431 whole entry, looked up): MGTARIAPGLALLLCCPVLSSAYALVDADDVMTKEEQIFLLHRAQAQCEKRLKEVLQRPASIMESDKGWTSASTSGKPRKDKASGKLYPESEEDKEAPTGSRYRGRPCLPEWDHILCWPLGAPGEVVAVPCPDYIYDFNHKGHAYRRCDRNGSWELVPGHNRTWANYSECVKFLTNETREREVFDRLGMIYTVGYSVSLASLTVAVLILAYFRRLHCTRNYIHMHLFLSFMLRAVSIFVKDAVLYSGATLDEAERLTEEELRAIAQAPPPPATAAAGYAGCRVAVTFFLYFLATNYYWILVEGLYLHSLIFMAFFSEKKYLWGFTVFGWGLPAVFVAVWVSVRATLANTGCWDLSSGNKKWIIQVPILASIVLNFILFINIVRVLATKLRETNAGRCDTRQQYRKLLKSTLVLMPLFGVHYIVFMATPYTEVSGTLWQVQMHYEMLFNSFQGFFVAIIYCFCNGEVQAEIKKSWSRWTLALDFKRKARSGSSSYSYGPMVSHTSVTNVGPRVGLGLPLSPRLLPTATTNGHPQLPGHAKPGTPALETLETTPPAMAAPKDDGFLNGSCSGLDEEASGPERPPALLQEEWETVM
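HEK-293-derived GP2 cells expressing PTHR1 and a GloSensor cAMP reporter, 3,000/well, plated overnight, given luciferin plus IBMX (each 0.5 mM as added) for 1 h at 37 °C, then compound for 1 h at 37 °C. Luminescence was read after 15 min at room temperature.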
* marks the source's active call; other numbers are inactive results; i = inactive; ? = inconclusive; . = not tested or not shown; & = joins results of further samples; [ ] = another dose, or the depositor's remark. Unless noted, the call rests on the fitted dose curve; in most records, active means well fitted curve in the direction sought with a large enough effect; inconclusive means small, poorly fitted or top-dose-only effect, or another doubt; inactive means no such curve, though single readings can be large; an effect the other way counts as inactive or inconclusive. Only part of the results is shown. The share of hits here may be higher or lower than overall.

The line under a structure holds: PTHR1 agonist, EPAC2 antag, CCT modulator, DRD3 antagonist, MmCpn inh, Akt phos inh, EPAC2 ag, DRD3 agonist
CCCC[C@@H]1CNCCN1CCc1cccc2ccccc12
→ ?, 7%, -0.8, -53*, -4%, i, 5%, -30
Cc1ccc(C(=O)NC2CCN(S(=O)(=O)c3ccccc3)CC2)cc1
→ i, 0%, 1.6, 8, -4%, i, -6%, 2
NC(=O)C(CC(=O)O)NC(=O)[C@@H]1CCCNc2c(I)cc([N+](=O)[O-])cc2C(=O)N[C@@H](CO)C(=O)N[C@@H](Cc2ccc(O)cc2)C(=O)N1 (some centres undefined)
→ -7%, -1%, 0.7, 9, -1%, i, 7%, 4
O=C(CN1CCCCC1)Nc1ccc(Br)cc1[N+](=O)[O-]
→ -49%, 0%, 1.6, -3, -5%, i, 18%, -3
Cc1ccc(S(=O)(=O)NCCC(=O)NCc2ccc3c(c2)OCO3)cc1C
→ 18%[57.5 µM], -6%, -0.3, -2, -3%, i, -2%, -2
O=C(O)CNC(=O)CCCn1nnc2ccccc2c1=O
→ -14%, 8%, -2.1, 11, 2%, i, 15%, 2
CC(C)[C@H](NS(=O)(=O)c1ccccc1F)C(=O)NC1CCCCC1
→ -8%, -1%, -3.6, -2, 1%, i, 5%, -1
COc1cc2c(cc1NC(=O)Nc1ccc(F)cc1)oc1ccccc12
→ -45%[inhibitor], 6%, -0.8, 13, -14%, i, 3%, -7
CSc1ccc(Cl)c(C(=O)NCCOc2cc(C)ccc2C(C)C)c1
→ i, -13%, -1.3, 20, 1%, i, 5%, 9
Cn1c(=O)c2c(nc(NCc3ccco3)n2CC(O)COc2ccccc2)n(C)c1=O (centres undefined)
→ i, -12%, 0.3, 0, -4%, i, -3%, 5
O=C(CCSc1ccc(Cl)cc1)Nc1cccnc1
→ -47%[inhibitor], -2%, -0.9, 24, 3%, i, 4%, -1
O=C(Cc1c(O)c2ccccc2[nH]c1=O)OC1CCCCC1
→ -24%[57.5 µM], -8%, -1.1, -12, -20%, i, 11%, -1
CC(c1ccccc1)N(C)C(=O)CSc1nnc(C2CC2)n1C1CC1 (centres undefined)
→ -17%, -7%, -1.1, 8, 1%, i, 6%, -2
Cc1ccc(C(=O)C(c2ccccc2)N2Cc3ccccc3C2=N)cc1 (centres undefined)
→ -43%[inhibitor], -21%, -2.6, -23, -18%, i, 16%, -10
COc1ccc(/C=N/NC(=O)c2cc(C3CC3)[nH]n2)cc1OC
→ -68%, -5%, 0.8, -2, 2%, i, 11%, -6
CCOC(=O)C1=CCN(S(=O)(=O)c2ccccc2F)C1c1cccc(Br)c1 (centres undefined)
→ -15%, -20%, 0.6, 0, ., i, 17%, -4
COc1cccc(C=Nc2ccc3c(c2)CCC3)c1O
→ -35%[inhibitor], 3%, -2.7, 7, -3%, i, 12%, -13
CCN(CC)c1cc(C)c2cc(NC(=O)c3ccc(Br)o3)ccc2n1
→ i, -8%, -1.2, 15, -1%, i, 14%, -3
COc1ccc(S(=O)(=O)NC2(C(F)(F)F)NC(=O)N(CCc3ccccc3)C2=O)cc1 (centres undefined)
→ -13%, 0%, -8.1, -22, 3%, i, 1%, -5&1
CC(NC(=O)c1ccc2c(c1)OCO2)C(c1cccs1)N1CCOCC1 (centres undefined)
→ -22%, 7%, 4.4, -21, 2%, i, 4%, 9
COc1ccc(Br)cc1/C=N/NC(=O)CN1CCCCC1
→ -22%, 1%, -0.2, -6, 1%, i, 3%, -21
Cc1ccc(NC(=O)c2ccc([N+](=O)[O-])s2)cc1S(=O)(=O)N1CCOCC1
→ -19%, -2%, 0.8, 1, -1%, i, 5%, 4
CCOc1ccc(CCN2C(=O)C(=O)N([C@@H](CC(C)C)CN3CCC[C@@H]3CN3C(=O)C(=O)NC[C@@H]3Cc3ccccc3)C[C@@H]2Cc2ccc(O)cc2)cc1
→ -22%, 0%, -0.6, 17, ., i, 3%, -9
CC(=Nc1ccccc1)C1=C(O)C(Cc2ccc(O)cc2)NC1=O (centres undefined)
→ ?, -4%, -68*, 1, ., i, 9%, -12
Cc1cc2oc(=O)cc(CN3CCN(Cc4ccc5c(c4)OCO5)CC3)c2cc1C
→ i, -3%, -3.1, -12, -2%, i, 17%, 0
Cc1oc2c(C)c(O)ccc2c(=O)c1N1C(=O)c2ccccc2C1=O
→ i, -3%, 2.5, 8, 1%, i, -14%, 2
COC(=O)[C@H](CCSC)NC(=O)Nc1ccc(C)cc1
→ -19%, 4%, -1.4, -12, 0%, i, 3%, 17
Cc1c(NC(=O)c2cc(C3CC3)on2)c(=O)n(-c2ccccc2)n1C
→ i, 1%, -2.6, -8, -2%, i, 21%, 4
CC(C)CN(C(=O)Cn1nnc(-c2ccc(F)cc2)n1)C1CCS(=O)(=O)C1 (centres undefined)
→ -8%, 30%, -1.0, 15, 2%, i, 3%, -1
O=C(Cc1n[nH]c(=O)c2ccccc12)N1CCN(c2ccc(F)cc2)CC1
→ -11%, -2%, -2.9, 0, 1%, i, -8%, 5
CC1CN(S(=O)(=O)c2cc(C(=O)N(CCc3ccccc3)Cc3ccccc3)ccc2Cl)CC(C)O1 (centres undefined)
→ -14%, -1%, -0.2, 13, 0%, i, -1%, 7
O=C(COc1ccc(Cl)cc1)NCc1ccncc1
→ i, -6%, -5.0, 15, 3%, i, 6%, -1
Cc1cc(CN2CCN(CC(=O)Nc3cc(Cl)ccc3-n3cncn3)CC2)no1
→ i, -5%, -1.3, -1, 0%, i, -2%, -4
Fc1ccc(-c2n[nH]c(=S)n2Cc2ccccc2)cc1
→ i, -2%, -2.1, 24, -19%, i, 4%, -6
CSc1nc(COC(=O)NC(C)C)c(COC(=O)NC(C)C)n1Cc1ccccc1
→ -22%, 1%, 0.7, 15, ., i, -9%, 2
Cc1ccc(S(=O)(=O)N/N=C/c2cccn2-c2ccc(Cl)cc2)cc1
→ -13%[57.5 µM], 0%, -20, -4, -7%, i, 5%, 1
CCN(CC(=O)NCc1ccc(F)cc1)Cc1nc2ccccc2c(=O)[nH]1
→ i, 5%, 0.5, -4, ?, i, -4%, -1
CCc1ccccc1N(C(C)=O)c1nc(CCl)cs1
→ -8%, -2%, -0.6, 1, 1%, i, 2%, 2
CN(C)C(=O)c1ccccc1Sc1cc(Cl)ccc1Cl
→ -28%, -4%, -3.4, -12, 2%, i, 7%, 0
C#CCOCCOCCOCCNc1nc(N2CCN(C(=O)[C@H](CCC(=O)O)n3cc(C(N)CO)nn3)CC2)nc(N2CCN(C(=O)[C@H](CCC(=O)O)n3cc(C(N)[C@H](C)CC)nn3)CC2)n1 (some centres undefined)
→ i, 25%, -8.4, 3, ., i, 6%, 2

Part of the list above in order of molecular weight, largest number first.
The line under a structure holds: PTHR1 agonist, EPAC2 antag, CCT modulator, DRD3 antagonist, MmCpn inh, Akt phos inh, EPAC2 ag, DRD3 agonist
CCOc1ccc(CCN2C(=O)C(=O)N([C@@H](CC(C)C)CN3CCC[C@@H]3CN3C(=O)C(=O)NC[C@@H]3Cc3ccccc3)C[C@@H]2Cc2ccc(O)cc2)cc1
→ -22%, 0%, -0.6, 17, ., i, 3%, -9
Cc1cc(CN2CCN(CC(=O)Nc3cc(Cl)ccc3-n3cncn3)CC2)no1
→ i, -5%, -1.3, -1, 0%, i, -2%, -4
Cc1cc2oc(=O)cc(CN3CCN(Cc4ccc5c(c4)OCO5)CC3)c2cc1C
→ i, -3%, -3.1, -12, -2%, i, 17%, 0
CC(C)CN(C(=O)Cn1nnc(-c2ccc(F)cc2)n1)C1CCS(=O)(=O)C1 (centres undefined)
→ -8%, 30%, -1.0, 15, 2%, i, 3%, -1
Cc1ccc(S(=O)(=O)N/N=C/c2cccn2-c2ccc(Cl)cc2)cc1
→ -13%[57.5 µM], 0%, -20, -4, -7%, i, 5%, 1
CN(C)C(=O)c1ccccc1Sc1cc(Cl)ccc1Cl
→ -28%, -4%, -3.4, -12, 2%, i, 7%, 0
CC(=Nc1ccccc1)C1=C(O)C(Cc2ccc(O)cc2)NC1=O (centres undefined)
→ ?, -4%, -68*, 1, ., i, 9%, -12
CCc1ccccc1N(C(C)=O)c1nc(CCl)cs1
→ -8%, -2%, -0.6, 1, 1%, i, 2%, 2
Fc1ccc(-c2n[nH]c(=S)n2Cc2ccccc2)cc1
→ i, -2%, -2.1, 24, -19%, i, 4%, -6
O=C(COc1ccc(Cl)cc1)NCc1ccncc1
→ i, -6%, -5.0, 15, 3%, i, 6%, -1

Next section.
The line under a structure holds: PTHR1 agonist, EPAC2 antag, CCT modulator, DRD3 antagonist, MmCpn inh, Akt phos inh, EPAC2 ag, DRD3 agonist
O=C(OCC(=O)N1CCOCC1)c1ccc(Br)cc1
→ i, -2%, -3.8, -7, 2%, i, 1%, 2
C[C@@H]1CCCCO[C@H](CN(C)C(=O)Cc2ccccc2)[C@@H](C)CN([C@H](C)CO)C(=O)c2cc(N(C)C)ccc2O1
→ i, 2%, -0.6, 1, ., i, -8%, -9
Cc1ccc(C(=O)NC(Cc2cccc(C(F)(F)F)c2)C(=O)O)cc1 (centres undefined)
→ 20%, -1%, 1.8, 16, 1%, i, 0%, 1
O=C(CN1CCCCC1)Nc1cc(S(=O)(=O)N2CCOCC2)ccc1N1CCCC1
→ i, 4%, 1.0, -2, 2%, i, 10%, 0
COc1cc2c(C#N)c(N3CCN(c4ccccc4OC)CC3)nc(N)c2c(N)n1
→ -12%[57.5 µM], -22%[57.1 µM], -5.3, -4, -8%, ?, 14%, -12
